Assay outcomes (PubChem)
M4 antag: CHRM4 antagonism in calcium assay | P08173 | CHO-hM4 cells, ACh EC80, Fluo-8 calcium fluorescence | inhibition, % at 3 µM | 0.73% of 360,000 active | AID 624125;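 active = inhibition above its plate's cutoff, the mean inhibition of sample wells plus 3 SD, cut at about 27% in these data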;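 also: 0% = acetylcholine EC80 with DMSO and 100% = DMSO without agonist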
Target sequence (P08173 whole entry, looked up): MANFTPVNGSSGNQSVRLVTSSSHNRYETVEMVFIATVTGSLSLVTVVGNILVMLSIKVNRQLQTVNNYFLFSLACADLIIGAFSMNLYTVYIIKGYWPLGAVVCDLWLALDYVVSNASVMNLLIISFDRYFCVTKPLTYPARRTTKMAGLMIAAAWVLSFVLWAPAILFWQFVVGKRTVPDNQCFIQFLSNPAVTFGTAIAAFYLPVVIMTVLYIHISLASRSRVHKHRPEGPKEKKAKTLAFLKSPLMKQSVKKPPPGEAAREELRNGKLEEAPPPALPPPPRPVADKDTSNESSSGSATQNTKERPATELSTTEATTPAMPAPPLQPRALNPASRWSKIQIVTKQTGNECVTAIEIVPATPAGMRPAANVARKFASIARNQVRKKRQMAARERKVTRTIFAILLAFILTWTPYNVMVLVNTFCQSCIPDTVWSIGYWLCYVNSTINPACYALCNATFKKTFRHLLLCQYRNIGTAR
CHRM4 agonist: CHRM4 agonism in calcium assay | 0.14% of 360,000 active | activation, % at 3 µM | P08173 | CHO-K1 hM4/Gqi5, Fluo-8 calcium fluorescence; vehicle 0%, full acetylcholine response 100%;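 active = activation above the run mean over all test wells plus 3 SD, cut at about 32% in these data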;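 also: peak over basal fluorescence ratio per well then scaled between controls; 0% = DMSO wells and 100% = acetylcholine at EC100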
CHRM4 PAM: CHRM4 positive allosteric modulation. P08173. 0.4% of 360,000 active. AID 624126. activation, % at 3 µM. CHO-K1 hM4/Gqi5, Fluo-8 calcium fluorescence, ACh EC20; 0% = ACh EC20, 100% = maximal ACh;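 active = activation above its plate's cutoff, the mean activation of sample wells plus 3 SD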; also: some results filed as inactive read as strong as hits
CRFR2-BP ag: agonists of human CRF-binding protein/CRF-R2 receptor complex; 0.46% of 350,000 active; HEK293 CRF-R2/CRF-BP, calcium dye fluorescence (FLIPR); percent of saturating CRF peptide response; activation, % at 13.2 µM;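 active = activation of at least 50%, plus an integration ratio under a set limit after plate pattern correction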;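 also: plate controls were neutral control wells without compound for no effect and CRF at EC100 for full effect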
M1 antag: antagonists of human M1 muscarinic receptor; P11229; CHO-K1 hM1, Fluo-8 calcium fluorescence, ACh EC80 antagonist; inhibition, % at 3 µM; 1.3% of 360,000 active; AID 588852;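 active = percent inhibition above its own plate's cutoff, namely the mean of that plate's compound wells plus 3 SD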;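 also: peak over basal fluorescence ratio during 140 s after agonist addition; 0% = ACh EC80 plus DMSO and 100% = DMSO alone without agonist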
Target sequence (P11229 whole entry, looked up): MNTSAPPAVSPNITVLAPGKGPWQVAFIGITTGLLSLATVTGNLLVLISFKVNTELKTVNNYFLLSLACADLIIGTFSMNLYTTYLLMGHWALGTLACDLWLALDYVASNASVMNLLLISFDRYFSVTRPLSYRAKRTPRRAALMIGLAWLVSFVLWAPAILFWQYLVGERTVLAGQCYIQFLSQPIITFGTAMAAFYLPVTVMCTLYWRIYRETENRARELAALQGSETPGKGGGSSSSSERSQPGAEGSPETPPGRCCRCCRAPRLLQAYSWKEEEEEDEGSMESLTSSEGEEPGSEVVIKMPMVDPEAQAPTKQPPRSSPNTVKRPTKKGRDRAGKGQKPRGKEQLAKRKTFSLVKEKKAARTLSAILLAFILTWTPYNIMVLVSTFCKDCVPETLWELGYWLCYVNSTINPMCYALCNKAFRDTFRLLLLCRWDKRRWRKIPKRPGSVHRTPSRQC
CHRM1 PAM: positive allosteric modulators of human M1 muscarinic receptor. P11229. CHO-K1 hM1, Fluo-8 calcium fluorescence, ACh EC20; 0% = ACh EC20, 100% = maximal ACh. activation, % at 3 µM. 0.088% of 360,000 active; in the data active = activation above about 19%, passing the limit was not always enough
CHRM5 PAM: CHRM5 positive allosteric modulation; CHO-K1 hM5, Fluo-8 calcium, ACh EC20 PAM; 0% = ACh EC20, 100% = ACh EC100; activation, % at 3 µM; P08912; 0.3% of 360,000 active; AID 624038;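 active = activation above the run cutoff, the mean activation of all test compounds plus 3 SD, cut at about 18% in these data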
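system = human M5 receptor in CHO-K1 cells | reagent = EC20 acetylcholine as agonist stimulus | compound dosing = single-point, 3 µM nominal | incubation = Fluo-8 loading 80 min at 37 °C plus 30 min room temperature | detection = Fluo-8 calcium dye fluorescence, kinetic read | benchmarks = low control EC20 acetylcholine (0%), high control EC100 acetylcholine (100%)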
CHRM5 antagonist: CHRM5 antagonism in calcium assay. P08912. CHO-hM5 cells, Fluo-8 calcium fluorescence, ACh EC80. inhibition, % at 3 µM. 0.59% of 360,000 active. AID 624040;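 active = inhibition above a per-plate cutoff, the mean of that plate's test compounds plus 3 SD, cut at about 27% in these data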;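 also: 0% = acetylcholine EC80 with DMSO and 100% = DMSO without agonist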
M5 ag: agonists of human muscarinic M5 receptor (CHRM5); P08912; CHO-K1 hM5 cells, Fluo-8 calcium fluorescence; 0% DMSO wells, 100% maximal acetylcholine response; activation, % at 3 µM; 0.19% of 360,000 active; AID 624037;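 active = activation above the run's mean over test compounds plus 3 SD, cut at about 23% in these data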;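 also: signal is peak over basal fluorescence ratio across the kinetic read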
* = called active by the depositor; · = no result given.

nr	mol	M4 antag	CHRM4 agonist	CHRM4 PAM	CRFR2-BP ag	M1 antag
1	O=c1c(N=Nc2ccccc2)c[nH]n1-c1ccccc1	-13	0	0	5.9	-4
2	CC1CC(C)CN(c2nc3c(c(=O)[nH]c(=O)n3C)n2CCCSc2nc3ccccc3s2)C1 (stereo unspecified)	1	1	-3	-1.9	7
3	O=C(NCC(c1cccnc1)N1CCOCC1)c1cccs1 (stereo unspecified)	5	1	1	-0.3	21
4	Cc1cc(C)cc(NC(=S)NC2CC3CCCC(C2)N3C2CCCC2)c1 (stereo unspecified)	-8	1	7	0.0	7
5	O=C(Nc1nccs1)C1CCN(S(=O)(=O)c2ccccc2)CC1	5	5	1	-0.7	-6
6	CCOc1ccc(CN(C)C(=O)c2cc3ccccc3o2)cc1OC	-4	4	1	-0.5	-16
7	CCOC(=O)C(NC(C)=O)C(=O)Nc1ccc(C)cc1C (stereo unspecified)	-5	1	9	-2.3	-5
8	COc1ccc(CN2CCN(C(=O)c3ccccc3C(=O)c3ccccc3)CC2)cc1OC	5	4	-1	-2.1	-12
9	CC(C)c1ccc(NC(=O)c2cccc(NC3=NC4CS(=O)(=O)CC4S3)c2)cc1 (stereo unspecified)	8	-1	-7	-3.5	-3
10	COc1ccc(C(=O)N2CCC(CCC(=O)Nc3cccc(C)c3)CC2)cc1	6	3	-6	-0.3	-2
11	COc1cc(C(=O)ON=C2C=C(C)C(=O)C(C)=C2)cc(OC)c1OC	-5	2	2	-0.1	-10
12	N/C(=N\OC(=O)c1ccc(Cl)cc1Cl)c1cccnc1	-15	1	-2	-0.4	-7

nr	CHRM1 PAM	CHRM5 PAM	CHRM5 antagonist	M5 ag
1	-1	-6	2	-1
2	-1	-1	4	0
3	-4	17	12	0
4	5	-1	16	-5
5	1	-5	8	-4
6	17	-5	12	3
7	13	12	-12	0
8	6	-13	7	1
9	1	1	-5	1
10	1	-4	12	-1
11	8	-1	3	1
12	6	-9	3	-2

(next part)
nr	mol	M4 antag	CHRM4 agonist	CHRM4 PAM	CRFR2-BP ag	M1 antag
13	COc1ccc(CN2C(=O)COc3ccccc32)cc1	8	0	-5	-0.3	13
14	Cc1cc(C(=O)NC2CC(C)(C)Cc3c2cnn3-c2cccc(F)c2)nn1C (stereo unspecified)	2	1	5	-0.1	-13
15	C=CCN1C(=O)C(O)(CC(=O)c2ccccn2)c2ccccc21 (stereo unspecified)	0	0	-4	2.0	-1
16	S=C(NCc1cccs1)Nc1ccccc1	7	0	1	0.8	-13
17	N/C(=N\OC(=O)c1ccccc1)C(C(=O)NOC(=O)c1ccccc1)C1CCCCC1 (stereo unspecified)	-12	3	9	-1.9	-10
18	NC(=O)c1ccc(NC(=O)CC23CC4CC(CC(Br)(C4)C2)C3)cc1	2	3	4	-0.9	-14
19	O=C(c1ccco1)N1CCN(Cc2cc(=O)c(OCc3cccc(F)c3)co2)CC1	6	0	-1	0.0	-6
20	CCOC(=O)CNC(=O)CSc1ncnc2c1cnn2Cc1ccccc1	3	1	-3	-3.4	-21
21	CC(C)Sc1nnc(Cn2c(=O)sc3ccccc32)n1-c1ccccc1	-4	0	7	-1.8	-2
22	Cc1ccc(-c2csc(NC(=O)C3CC=CCC3C(=O)O)c2C(=O)OC(C)C)cc1 (stereo unspecified)	-4	-1	16	1.0	-29
23	Cc1ccc(C(=O)Nc2cccc(NC(=O)c3ccc(C)cc3)n2)cc1	1	7	-7	-0.2	0
24	COc1cc(Cn2c(N)c(C#N)c3nc4ccccc4nc32)cc(OC)c1	1	10	10	-1.6	-11

nr	CHRM1 PAM	CHRM5 PAM	CHRM5 antagonist	M5 ag
13	-6	10	3	-11
14	7	-1	11	-1
15	2	1	-14	-3
16	7	3	-5	-5
17	6	4	-5	3
18	20	2	9	-1
19	2	0	-3	1
20	5	7	2	-3
21	4	-2	-1	1
22	-2	5	-1	-4
23	-6	-1	6	-4
24	9	16	1	7

Following part:
nr	mol	M4 antag	CHRM4 agonist	CHRM4 PAM	CRFR2-BP ag	M1 antag
25	Nc1cc(Cl)ccc1N1CCCC1	5	1	-8	-1.1	2
26	O=Cc1ccc2oc3nc4n(c(=O)c3c(=O)c2c1)CCCS4	2	-1	-2	0.4	-3
27	O=c1c(CN2CCN(c3ccccn3)CC2)coc2ccccc12	-1	1	13	0.6	-6
28	COc1ccc(C(C(=O)NCC2CCCO2)N(C(=O)c2snc(C(N)=O)c2N)c2ccccc2C)cc1OC (stereo unspecified)	-6	2	4	-1.4	-12
29	Cc1cc(NC(=O)CSCc2nc(-c3cccc(Cl)c3)oc2C)no1	-19	2	8	0.9	-11
30	CC1CC(C)CN(c2oc(Cc3ccccc3)nc2C#N)C1 (stereo unspecified)	3	-2	5	-3.6	-8
31	CN(Cc1ccccc1)C(=O)c1ccc2sc([C@@H]3O[C@H](CO)[C@H](O)[C@H](O)[C@H]3O)nc2c1	-1	0	-2	·	-17
32	O=C(COc1nsnc1N1CCOCC1)Nc1cccc(Cl)c1	-7	9	-5	0.7	0
33	CCN(CC)CCCn1c(C)cc2c(c1=O)C(c1cc(OC)c(OC)cc1OC)C(C#N)=C(N)O2 (stereo unspecified)	30*	1	-13	-1.1	25
34	O=C(CN1N=C(c2ccc(Cl)cc2)CCC1=O)NCCN1CCc2ccccc2C1	-3	0	0	-0.6	-7
35	CC(C)CNC(=O)COC(=O)c1ccc(Cl)c(S(N)(=O)=O)c1	3	1	4	-1.0	-13
36	CCCCOc1ccc(/C=N/NC(=O)c2nnn(-c3nonc3N)c2CN2CCCCCC2)cc1	-3	1	7	-1.9	-8

nr	CHRM1 PAM	CHRM5 PAM	CHRM5 antagonist	M5 ag
25	-3	-9	7	-8
26	6	0	4	0
27	6	-1	6	-3
28	10	-1	14	1
29	10	-2	-7	2
30	3	8	-1	-4
31	4	3	-7	0
32	2	-9	11	2
33	-11	-3	0	-6
34	0	-3	8	-7
35	0	-7	3	-2
36	14	-5	2	1

Seven compounds from above, sorted by number of heavy atoms, ascending.
nr	mol	M4 antag	CHRM4 agonist	CHRM4 PAM	CRFR2-BP ag	M1 antag
25	Nc1cc(Cl)ccc1N1CCCC1	5	1	-8	-1.1	2
30	CC1CC(C)CN(c2oc(Cc3ccccc3)nc2C#N)C1 (stereo unspecified)	3	-2	5	-3.6	-8
32	O=C(COc1nsnc1N1CCOCC1)Nc1cccc(Cl)c1	-7	9	-5	0.7	0
29	Cc1cc(NC(=O)CSCc2nc(-c3cccc(Cl)c3)oc2C)no1	-19	2	8	0.9	-11
34	O=C(CN1N=C(c2ccc(Cl)cc2)CCC1=O)NCCN1CCc2ccccc2C1	-3	0	0	-0.6	-7
36	CCCCOc1ccc(/C=N/NC(=O)c2nnn(-c3nonc3N)c2CN2CCCCCC2)cc1	-3	1	7	-1.9	-8
28	COc1ccc(C(C(=O)NCC2CCCO2)N(C(=O)c2snc(C(N)=O)c2N)c2ccccc2C)cc1OC (stereo unspecified)	-6	2	4	-1.4	-12

nr	CHRM1 PAM	CHRM5 PAM	CHRM5 antagonist	M5 ag
25	-3	-9	7	-8
30	3	8	-1	-4
32	2	-9	11	2
29	10	-2	-7	2
34	0	-3	8	-7
36	14	-5	2	1
28	10	-1	14	1

Other results follow:
nr	mol	M4 antag	CHRM4 agonist	CHRM4 PAM	CRFR2-BP ag	M1 antag
37	CCc1ccc(CNC(=O)CCS(=O)(=O)Cc2ccccc2F)cc1	-7	2	-9	1.6	-9
38	CCC(C)NS(=O)(=O)c1ccc(S(=O)(=O)N(CC(=O)Nc2ccccc2)Cc2ccco2)cc1 (stereo unspecified)	-4	14	-16	0.7	15
39	O=C(Nc1cc(C(F)(F)F)ccc1Cl)c1ccncc1	-1	1	6	-0.8	5
40	CCCCCc1c(-c2ccc(F)cc2F)ncn1CCc1ccccc1OC	0	-1	-2	·	·
41	C#CCOc1c(Br)cc(/C=N/O)cc1OCC	-7	-1	0	-3.5	-1
42	COc1ccc(Cl)cc1NC(=O)CN(C)C(=O)c1cc(=O)c2ccccc2o1	-20	5	9	0.8	-4
43	C=CCn1c(SCC(O)Cn2c3ccccc3c3ccccc32)nnc1-c1ccco1 (stereo unspecified)	-5	7	-4	1.2	2
44	COc1ccc(Cl)cc1C(=O)Nc1ccc(NC(C)=O)cc1	-3	3	1	-2.3	-8
45	O=C(c1ccc(S(=O)(=O)Cc2ccccc2F)c([N+](=O)[O-])c1)N1CCCC1	-5	5	-2	0.3	-1
46	Cc1cc(C)c(NC(=O)CNC(=O)c2cc([N+](=O)[O-])ccc2N2CCOCC2)c(C)c1	-5	0	-4	-0.8	-11
47	CCN(CC)CCNCc1cc(Br)ccc1OCC(=O)NCc1ccccc1	-6	2	-4	-1.2	-1
48	COc1ccc(C)cc1NC(=O)c1cc(S(=O)(=O)N2CCCC2)cn1C	-13	1	9	-2.2	-23

nr	CHRM1 PAM	CHRM5 PAM	CHRM5 antagonist	M5 ag
37	14	4	6	-2
38	-12	-13	9	4
39	-3	0	4	-5
40	·	-14	-5	-2
41	-1	2	-2	-7
42	20	-4	2	3
43	6	-2	10	5
44	12	-4	-4	-4
45	5	-4	12	5
46	2	-4	-1	-2
47	4	-2	-9	-6
48	13	1	-4	2

Going on with the list.
nr	mol	M4 antag	CHRM4 agonist	CHRM4 PAM	CRFR2-BP ag	M1 antag
49	CCC(=O)NC(NCC1CCCO1)C(Cl)(Cl)Cl (stereo unspecified)	1	1	16	0.4	-14
50	CCC1(C)Cc2c(sc(NC(=S)NC(=O)c3ccccc3)c2C#N)CO1 (stereo unspecified)	1	1	3	1.0	-10
51	C/C=C/C=C/C(=O)O	-3	0	2	-1.6	-3
52	Cc1cccc(-c2noc(CCCOc3ccc(Cl)cc3Cl)n2)c1	-2	0	-1	8.7	3

nr	CHRM1 PAM	CHRM5 PAM	CHRM5 antagonist	M5 ag
49	8	9	-10	-1
50	7	7	-6	-1
51	-2	-1	-3	0
52	0	-3	-1	-3

Compounds were not picked by outcome; any-hit rate near 2.8%.
